MITF primary = human MITF inhibition, primary screen; inhibition, % at 2.6 µM; O75030; 650,000 tested, 0.91% active; AID 1259374; AlphaScreen MITF homodimerization, bead proximity signal; in the data active means inhibition above about 50%;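 further: 0% = vehicle wells with protein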
Target sequence (O75030 whole entry, looked up): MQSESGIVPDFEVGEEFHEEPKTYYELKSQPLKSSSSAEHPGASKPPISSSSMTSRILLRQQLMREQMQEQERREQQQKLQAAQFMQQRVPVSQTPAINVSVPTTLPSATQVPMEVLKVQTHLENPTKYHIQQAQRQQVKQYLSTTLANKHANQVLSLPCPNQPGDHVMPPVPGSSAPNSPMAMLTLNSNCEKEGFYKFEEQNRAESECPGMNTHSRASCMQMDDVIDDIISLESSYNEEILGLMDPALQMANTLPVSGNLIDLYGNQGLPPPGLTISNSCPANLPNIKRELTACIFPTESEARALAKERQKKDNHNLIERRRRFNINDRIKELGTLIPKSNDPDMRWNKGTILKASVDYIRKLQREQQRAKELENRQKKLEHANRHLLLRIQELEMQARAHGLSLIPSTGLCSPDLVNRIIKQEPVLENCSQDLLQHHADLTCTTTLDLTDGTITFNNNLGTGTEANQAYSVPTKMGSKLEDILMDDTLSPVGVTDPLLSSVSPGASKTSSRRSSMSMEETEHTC
FBW7 act = activators of human E3 ligase FBW7. 650,000 tested, 0.13% active. AlphaScreen FBW7–phospho-cyclin E peptide binding, activator screen. normalized activity (activation), % at 26.1 µM. Q969H0; in the data active means normalized activity above about 1.9%;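 further: purified mutant Fbw7 with reduced substrate affinity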
GPR151 activ = activates the human receptor GPR151. Q8TDV0. PathHunter beta-arrestin GPR151 cells, luminescence. activation, % at 11.2 µM. 650,000 tested, 1% active. AID 1508602; in the data active means activation above about 4.9%;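 further: 0% = median of compound wells and 100% = cells with positive control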
Target sequence (Q8TDV0 whole entry, looked up): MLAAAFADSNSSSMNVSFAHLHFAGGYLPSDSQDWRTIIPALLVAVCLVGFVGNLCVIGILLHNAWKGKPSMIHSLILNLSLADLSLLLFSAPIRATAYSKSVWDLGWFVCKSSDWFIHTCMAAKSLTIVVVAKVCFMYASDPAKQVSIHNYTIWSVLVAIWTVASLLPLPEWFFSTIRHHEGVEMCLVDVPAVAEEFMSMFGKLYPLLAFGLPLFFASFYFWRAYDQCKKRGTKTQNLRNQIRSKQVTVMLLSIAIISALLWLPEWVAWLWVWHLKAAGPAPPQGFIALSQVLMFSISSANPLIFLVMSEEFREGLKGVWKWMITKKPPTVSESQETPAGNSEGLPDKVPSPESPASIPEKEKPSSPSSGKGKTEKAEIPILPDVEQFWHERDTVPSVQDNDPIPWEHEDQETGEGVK
TEAD-YAP inh = TEAD-YAP interaction inhibition; HEK-TIYL cells, TEAD-Gal4/YAP UAS-luciferase luminescence; AID 1259422; 640,000 tested, 1.4% active; inhibition, % at 9.12 µM; in the data active means inhibition above about 32%;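 further: 0% = median of test compound wells and 100% = reference inhibitor wells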
The depositor's hits bear a star.

Preview, 6 compounds:
SMILES	MITF primary	FBW7 act	GPR151 activ	TEAD-YAP inh
O=C(NC(=S)Nc1cccc(-c2nc3ncccc3o2)c1)c1cccc(Br)c1	2	0.1	-0.8	-8
COc1ccc(-c2nnc(NC(=O)c3ccc(Cl)cc3Cl)s2)cc1OC	0	-0.2	2.2	4
c1ccc(Cn2c(SCc3ncn[nH]3)nc3ccccc32)cc1	33	-0.2	-0.6	4
CC(C)CN1C(=O)c2ccc(C(=O)OCc3ccc(F)cc3)cc2C1=O	5	-0.1	-1.0	-1
CSc1nc2ccc(NC(=O)C3CSC4(C)CCC(=O)N34)cc2s1 (stereo not given)	18	0.3	-1.0	-24
O=C(CCN1CCN(c2ccccc2)CC1)NNC(=O)c1ccc(Br)cc1	-12	-0.1	0.1	3

This part in full, repeating the preview:
SMILES	MITF primary	FBW7 act	GPR151 activ	TEAD-YAP inh
O=C(NC(=S)Nc1cccc(-c2nc3ncccc3o2)c1)c1cccc(Br)c1	2	0.1	-0.8	-8
COc1ccc(-c2nnc(NC(=O)c3ccc(Cl)cc3Cl)s2)cc1OC	0	-0.2	2.2	4
c1ccc(Cn2c(SCc3ncn[nH]3)nc3ccccc32)cc1	33	-0.2	-0.6	4
CC(C)CN1C(=O)c2ccc(C(=O)OCc3ccc(F)cc3)cc2C1=O	5	-0.1	-1.0	-1
CSc1nc2ccc(NC(=O)C3CSC4(C)CCC(=O)N34)cc2s1 (stereo not given)	18	0.3	-1.0	-24
O=C(CCN1CCN(c2ccccc2)CC1)NNC(=O)c1ccc(Br)cc1	-12	-0.1	0.1	3
O=C(NC1CC1)c1cccc(-c2ccc(N3CCOCC3)nc2)n1	3	0.0	2.0	-7
CCC(=O)c1ccc(OCC(O)CN2CCCCC2)c(OC)c1 (stereo not given)	17	0.1	1.6	3
COc1ccc(C(=O)Oc2ccc3cc(-c4nc5ccccc5s4)c(=O)oc3c2)cc1	11	0.1	-0.2	1
CCOC(=O)C1=C(c2ccccc2)NC(=S)NC1c1ccccc1Cl (stereo not given)	7	0.3	0.2	-8
COC(=O)c1c(OC(C)C)cc(=O)n2c1CCN(Cc1cccc(C(F)(F)F)c1)CC2	7	0.2	-1.4	0
CCOC(=O)C[n+]1c(C)n(N)c2ccccc21	10	0.1	-0.3	5
C=CCNC(=O)C12CC3(C)CC(C)(CC(C)(C3)C1)C2	0	-0.2	-0.6	2
COc1ccc(-c2nnc(NCc3ccccc3)c3ccccc23)cc1	17	0.1	-0.1	0
COc1ccc(C(=O)CCC(=O)Nc2ccc(Br)c(C)c2)cc1	4	0.0	-0.3	11
COc1ccc(/C=N/NC(=O)c2ccc(NC(=O)C(C)(C)C)cc2)c(OC)c1	-20	0.0	0.7	-12
Cc1ccc(NC(=O)Cn2c3ccccc3c(=O)c3cc([N+](=O)[O-])ccc32)c(Br)c1	-6	-0.1	1.1	10
COc1ccc(C(=O)Oc2cc(=O)oc3ccccc23)cc1	-4	0.0	-0.6	2
COc1cc2c(=O)n(CCCN3CCOCC3)c(=S)[nH]c2c(OC)c1OC	3	-0.1	-1.6	-6
CC(=O)NCCC(=O)Nc1c(C)cccc1C(C)C	-8	0.0	-1.2	-3
NC(=O)c1ccc(NC(=O)COc2ccc(C(=O)c3ccc(Cl)cc3)cc2)cc1	-7	0.0	0.6	5
O=C(Nc1ccc(Cl)cn1)C1C(c2ccccc2)C1(Cl)Cl (stereo not given)	-2	0.4	0.3	2
CCn1c(C)nc2cc(C(=O)OCC(F)(F)C(F)F)ccc21	7	0.2	-0.1	10
COc1ccc(/C=C2\CCc3c2nc2ccccc2c3C(=O)OCC(=O)NC(N)=O)cc1	-1	0.0	-1.1	-30
CCCCOc1ccc(-c2cc(=O)oc(-c3cccc(Br)c3)n2)cc1	-5	-0.1	0.5	0
Next part:
SMILES	MITF primary	FBW7 act	GPR151 activ	TEAD-YAP inh
CN(/C(=N/S(=O)(=O)c1cccs1)c1ccccc1)c1ccccc1	-22	0.0	0.4	0
Cc1cc(C)c(C(=O)N2CCCC(c3nc(SCCN4CCOCC4)ncc3C)C2)[nH]1 (stereo not given)	3	0.2	-0.3	7
O=C1OCC(Cn2c3ccccc3c3ccccc32)O1 (stereo not given)	2	0.0	1.0	6
N#C/C(=C/c1ccc(-c2ccccc2)o1)C(=O)Nc1ccccc1O	13	0.0	-1.3	-1
C=CCN(c1ccc(C(=O)NC2CCCC2)cc1)S(C)(=O)=O	1	0.3	-1.1	4
COc1cc(C2N(C)c3ccccc3N2C)ccc1O	6	0.0	1.3	7
CC(C)N(CCNC(=O)c1cccc(-c2ccc3[nH]ccc3c2)n1)C(C)C	4	0.0	-1.7	-5
NC(=O)Cn1cnc2c(cnn2-c2ccc(Cl)cc2)c1=O	7	0.0	-0.2	9
CC(Oc1ccc(C(C)(C)C)cc1)C(=O)Nn1cnnc1 (stereo not given)	22	0.0	-0.6	-4
O=C(Nc1cccc(-c2nc3ncccc3o2)c1)c1ccccc1Br	11	0.5	-1.3	-6
COc1ccc(CC(=O)Nc2c3c(nn2-c2cccc(C)c2C)CS(=O)C3)cc1 (stereo not given)	8	0.2	0.4	3
COC(=O)CCCNC(=O)c1ccc(OC2CCN(CCc3ccccc3)CC2)cc1	10	0.0	-0.3	-3
CCn1c(=O)n(Cc2ccc3c(c2)OCO3)c(=O)c2ncccc21	17	0.1	-0.3	-15
O=C(O)c1cc(N/N=C/c2ccc([N+](=O)[O-])o2)ccc1Cl	10	0.0	-0.3	4
CCc1ccc(NC(=O)C(=O)/C=C(\O)c2cccc(OC)c2)cc1	32	0.5	4.4	3
CCN(CC)S(=O)(=O)c1ccc(C)c2nsnc12	13	-0.1	-0.7	3
CCOC(=O)C1=C(C)N=c2s/c(=C\c3ccc(-c4cc(C)c(C)c([N+](=O)[O-])c4)o3)c(=O)n2C1c1ccc(C(C)C)cc1 (stereo not given)	-6	0.0	-2.0	-7
CC(C)(C)NC(=O)c1ccc(C(=O)N(C2CCCCC2)C2CCCCC2)cc1	4	0.0	-1.3	-5
CCc1cc2c(NCCCCCC(=O)O)nc(C)nc2s1	15	0.1	1.8	3
CCCCCOc1ccc(NC(=O)c2cccnc2)cc1	1	-0.1	-0.2	22
Cc1ccc(O)c(NC(=O)c2cc(C3CC3)on2)c1	15	-0.1	0.5	-56
CCOC(=O)c1c(CN2CCN(c3ccccc3C)CC2)oc2ccc(OC)cc12	33	0.5	3.4	10
COc1cc(/C=C/C(=O)c2cc3ccccc3oc2=O)cc(OC)c1OC	-3	0.1	-0.3	2
CCOC(=O)CNC(=O)c1cccnc1Oc1ccccc1	-8	0.0	0.9	3
O=C1CC(c2ccccc2Cl)C2=C(CC(c3cccs3)CC2=O)N1 (stereo not given)	24	0.6	-1.2	-9
(next part)
SMILES	MITF primary	FBW7 act	GPR151 activ	TEAD-YAP inh
Cc1ccccc1NC(=O)NCCc1c[nH]c2ccccc12	27	0.8	-0.8	6
Oc1ccccc1-c1nc2cnccn2c1Nc1ccc2c(c1)OCCO2	14	-0.1	-0.9	-2
Cc1ccccc1NC(=O)N1CCNC1=O	-6	0.0	0.0	-7
Cc1cc2n(n1)C(c1cccs1)Nc1ccccc1-2 (stereo not given)	0	0.2	0.6	5
Nc1c(C(=O)NC2CCCCC2)sc(=S)n1-c1cccc(C(F)(F)F)c1	13	0.0	1.5	2
CC(=O)N1CCc2cc(S(=O)(=O)N3CCOCC3)ccc21	4	-0.4	0.8	-1
Cc1nnc(SCc2cccc([N+](=O)[O-])c2)s1	8	0.8	-1.7	-20
COc1ccc(C2C(C(C)=O)=C(Nc3ccc(Br)cc3)CC(C)(O)C2C(C)=O)cc1OC (stereo not given)	13	0.1	3.6	-2
CC(=O)Nc1ccccc1NC(=O)c1ccc(C)c([N+](=O)[O-])c1	-1	-0.1	-1.2	-1
O=c1[nH]c(CN2CCN(S(=O)(=O)c3cccs3)CC2)nc2ccccc12	5	0.2	-0.8	5
NC(=O)CSc1nc2c(c(=O)n1Cc1ccccc1)C1(CCCCC1)Cc1ccccc1-2	-2	-0.1	2.0	-6
CC(C)c1cc(=O)[nH]c(-n2nc(-c3ccco3)cc2NC(=O)C(c2ccccc2)c2ccccc2)n1	1	0.9	-0.3	11
CCOC(=O)C1=CN(C(C)C)C=C(C(=O)OCC)C1c1cccs1	-25	0.4	-2.1	4
C=CCNC(=O)CN1C(=O)c2ccccc2S1(=O)=O	17	-0.1	1.0	-8
COc1ccccc1C1(O)CC2CCC(C1)N2C(=O)c1cccnc1 (stereo not given)	73*	0.0	-0.5	10
COc1ccc(C2=NS(=O)(=O)c3ccccc3N2)cc1OC	10	0.1	0.5	-7
Cc1ccccc1OCCC(=O)OCC(=O)Nc1ccc(C(N)=O)cc1	-2	-0.1	-1.6	2
COCCNC(=O)c1cccc(OC2CCN(Cc3nccs3)CC2)c1	8	0.1	0.6	11
O=C(Cn1ncc2cccn2c1=O)Nc1cccc2nsnc12	-1	0.2	1.7	-5
CCN(Cc1ccncc1)C(=O)c1cc(=O)c2ccccc2o1	3	0.0	2.2	1
CC1CCN(CCCNS(=O)(=O)c2cc(Br)c(Br)s2)CC1	10	0.1	-0.2	-1
COc1ccc(NC(=O)CSc2nc(=O)n(CCN3CCOCC3)c3c2CCCC3)cc1	18	0.1	0.7	-3
CC(=O)N1CCc2c(c(-c3ccccc3)nn2C)C1	-5	0.0	-0.8	20
CCOc1ccc(C(=O)C[n+]2ccc(C(=O)NCCO)cc2)cc1	11	0.0	0.0	9
Nc1c(C(=O)N2CCc3ccccc3C2)sc(=S)n1-c1ccccc1	9	0.0	-0.3	-12

Pulled by structure from above, two records:
SMILES	MITF primary	FBW7 act	GPR151 activ	TEAD-YAP inh
O=c1[nH]c(CN2CCN(S(=O)(=O)c3cccs3)CC2)nc2ccccc12	5	0.2	-0.8	5
Cc1nnc(SCc2cccc([N+](=O)[O-])c2)s1	8	0.8	-1.7	-20

Further compounds follow:
SMILES	MITF primary	FBW7 act	GPR151 activ	TEAD-YAP inh
COc1ccc(CN2CCc3nnc(CCNC(=O)c4ccoc4)n3CC2)cc1OC	2	-0.1	1.3	-3
CN(C)c1ccc(/C=N/NC(=O)c2ccc(O)cc2O)cc1Br	-16	-0.3	-0.1	25
O=C1c2ccccc2-c2nc3ccccc3n21	-1	-0.1	-6.5	-25
Cc1ccc(C)c(N2C(=O)C3CC=CCC3C2=O)c1 (stereo not given)	-13	0.1	-1.5	-3
O=C(NCc1ccccc1)C1CCC(CNc2c(N3CCCC3)c(=O)c2=O)CC1 (stereo not given)	-9	0.0	0.4	2
CCc1ccc2oc(-c3cccc(NC(=O)c4ccc(OC)cc4)c3)nc2c1	6	0.8	0.9	2
Cc1cnc(-c2c(C)noc2C)nc1NCc1nc2ccccc2[nH]1	20	0.0	-2.2	5
O=C(COc1ccc(Cl)cc1)Nc1ccc(S(=O)(=O)Nc2ccc(F)cc2)cc1	-1	0.1	1.4	15
CCOc1ccc(-n2sc3c(c2=S)-c2ccccc2NC3(C)C)cc1	0	0.0	0.1	4
C/C(CC(=O)NCc1ccc(F)cc1)=N\NC(N)=S	-1	-0.4	2.1	8
FC(F)(F)c1cnc(Nc2ccc(N3CCOCC3)cc2)cc1-n1ncc2ccccc21	38	-0.2	0.7	-4
Cc1nnc(SCc2cc(=O)n3[nH]cnc3n2)s1	14	0.0	5.7*	11
COc1ccc(CC(=O)Nc2ccc(N3CCN(c4ccc(OC)cc4)CC3)c(C#N)c2)cc1	3	0.0	-1.0	2
Cc1sc(NC(=O)c2ccc(Cc3ccccc3)cc2)c(C#N)c1C	15	1.1	1.5	6
C=CCN1C(=O)/C(=C/c2c(NCc3ccc(C)cc3)nc3ccccn3c2=O)SC1=S	-1	-0.1	1.0	-1
O=c1oc2c3c4c(cc2cc1CCO)CCCN4CCC3	15	0.2	0.7	7
O=C(Nc1cccnc1Cl)c1cc(-c2cccs2)on1	39	0.2	-0.7	-11
CCCCOc1ccccc1C1C(C(=O)OC)=C(C)NC2=C1C(=O)CCC2 (stereo not given)	-11	0.0	0.1	5
CCOC(=O)N1CCC(NC(=O)C2=CCN(S(=O)(=O)c3ccc(F)cc3)CC2)CC1	-3	-0.2	0.0	11
O=C(CSc1nnc2c3ccccc3nc(Cc3ccccc3)n12)NC1CC1	-20	0.0	-0.1	-5
CN(C)C(=O)CCC(=O)N1CCCC(C(=O)Nc2cccc(-c3ccc(F)cc3)c2)C1 (stereo not given)	-5	0.0	0.8	-7
CN(C)c1ccc(-c2nc3cc(NC(=O)c4cc([N+](=O)[O-])ccc4Br)ccc3o2)cc1	8	0.7	-0.2	2
C=CCN1C(=O)C(=O)c2cc(Cl)ccc21	-1	-0.1	0.5	-1
CCC/C=N/NC(=O)c1nnn(-c2nonc2N)c1COC	3	-0.1	2.5	5
COCCNCc1c(C(=O)O)n(Cc2ccccc2)c2ccccc12	-1	0.0	-0.6	5
(further entries)
SMILES	MITF primary	FBW7 act	GPR151 activ	TEAD-YAP inh
COc1ccccc1NC(=S)NC(=O)C(C)C	1	0.1	0.2	-5
C=CCOc1ccc(/C=C2\SC(=N)N(c3nonc3N)C2=O)cc1OCC	-9	-0.2	-1.5	1
COc1ccc(-c2cnn3c(N(C)c4cccc(C)c4)ccnc23)cn1	13	0.5	1.2	-12
CNS(=O)(=O)c1ccc2c(c1)C(=O)c1cc(S(=O)(=O)NC)ccc1-2	4	-0.1	1.9	-2
COC(=O)/C=C1\SC(=O)N(CN2CCOCC2)C1=O	3	0.0	1.5	4
COc1ccc(OC)c(NC(=O)CN2CCN(Cc3ccccc3)CC2)c1	62*	-0.3	1.9	6
Cc1ccc(NS(=O)(=O)c2cc3[nH]c(=O)c(=O)[nH]c3cc2C)cc1N(C)C	0	0.0	-3.6	-4

Screens deposited in PubChem by The Scripps Research Institute Molecular Screening Center.
